Compound activity deposited in PubChem by National Center for Advancing Translational Sciences (NCATS).
Nrf2 activator = activators of Nrf2 (ARE) signaling. AREc32 ARE-luciferase reporter (MCF7-derived line), luminescence, 24 h. Potency, µM (highest dose often 46.1 µM), inactives show at the highest dose activation, hits mostly activators. 0.31% of 410,000 active; also: potency is read from the fitted curve at half-maximal effect; % of control where 0% means no effect; nearly all actives have a fitted effect of over 65% in size
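Nrf2 activation is followed as ARE-luciferase induction in the AREc32 line after one day of compound treatment; luminescence is read with Steady-Glo.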
CCT modulator = changes cytosolic chaperonin activity; purified chaperonin ATPase assay, HTRF ADP detection, 30 min; AID 651819; activity change, % (test concentration not listed), hits read low; 0.3% of 360,000 active; in the data active = activity change below about -30%; also: % is scaled to controls: 0 for no effect and ±100 for the full control effect
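TRiC at 40 or 20 nM final (batch-dependent) in 30 mM Tris pH 7.4, 100 mM KCl, 5 mM MgCl2, 1 mM DTT, with compound at single 76 uM and 10 uM ATP, 30 min at 37 deg C. ADP detected by HTRF Transcreener, 665/615 ratio.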
A549 viability = counter-screen for Nrf2 inhibitors: cytotoxicity in A549 cells; 0.16% of 390,000 active; Potency, µM (highest dose often 46 µM), for the others: top-dose activity change, negative = cytotoxicity, usual class: inhibitors; A549 ARE-Fluc cells, CellTiter-Fluor viability, 18-24 h; AID 504648; also: potency is read from the fitted curve at half-maximal effect; % is scaled to controls: 0 for no effect and ±100 for the full control effect
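A549 ARE-Fluc cells in 5% FBS OPTI-MEM, 5000 cells/well, rested 2 h then exposed to compounds in concentration-response for 18-24 h at 37 °C. Viability by CellTiter-Fluor fluorescence (Ex 405/Em 525) after 30 min; luciferase luminescence (BugLite, 15 min, RT) read afterwards.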
EPAC2 ag = EPAC2 (human) agonism | Q8WZA2 | 0.079% of 360,000 active | Potency, µM (highest dose often 154 µM), without a hit: at the highest dose activation, actives largely listed as activators | EPAC2 activation, biochemical qHTS; response scale: 100% = 6.5 mM cAMP response; also: potency is read from the fitted curve at half-maximal effect; nearly all actives have a fitted effect of over 50% in size
Target sequence (Q8WZA2 whole entry, looked up): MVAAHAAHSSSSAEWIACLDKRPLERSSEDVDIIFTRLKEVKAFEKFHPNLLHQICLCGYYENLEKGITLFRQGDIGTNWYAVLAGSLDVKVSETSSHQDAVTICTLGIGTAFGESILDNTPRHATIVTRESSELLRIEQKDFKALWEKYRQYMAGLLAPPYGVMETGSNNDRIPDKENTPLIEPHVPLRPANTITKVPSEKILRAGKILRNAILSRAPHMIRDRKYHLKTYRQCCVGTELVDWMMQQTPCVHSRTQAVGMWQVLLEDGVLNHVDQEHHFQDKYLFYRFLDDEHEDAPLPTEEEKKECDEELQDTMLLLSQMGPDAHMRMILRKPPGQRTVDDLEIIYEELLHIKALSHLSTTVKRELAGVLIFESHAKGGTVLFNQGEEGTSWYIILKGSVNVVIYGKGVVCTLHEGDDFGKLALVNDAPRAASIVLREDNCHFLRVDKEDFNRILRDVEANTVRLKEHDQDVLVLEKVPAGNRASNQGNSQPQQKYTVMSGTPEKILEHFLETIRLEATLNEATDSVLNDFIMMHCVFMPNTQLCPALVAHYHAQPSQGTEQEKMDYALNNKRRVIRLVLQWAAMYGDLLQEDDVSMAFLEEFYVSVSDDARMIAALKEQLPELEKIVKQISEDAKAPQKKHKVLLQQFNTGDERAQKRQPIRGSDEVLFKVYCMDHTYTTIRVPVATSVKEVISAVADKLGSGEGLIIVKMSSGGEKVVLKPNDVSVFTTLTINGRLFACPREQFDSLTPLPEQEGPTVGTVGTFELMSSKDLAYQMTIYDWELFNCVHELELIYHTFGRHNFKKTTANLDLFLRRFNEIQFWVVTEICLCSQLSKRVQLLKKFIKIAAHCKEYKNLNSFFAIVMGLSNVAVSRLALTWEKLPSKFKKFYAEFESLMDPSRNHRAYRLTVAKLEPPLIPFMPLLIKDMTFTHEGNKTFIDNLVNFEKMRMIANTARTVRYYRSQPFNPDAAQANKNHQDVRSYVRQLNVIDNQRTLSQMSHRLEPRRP
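Compounds were added across a concentration range to EPAC2 (100 nM), RAP1B-BODIPY-GDP (250 nM) and GDP (50 uM). After 5 min at room temperature, fluorescence was recorded at 5-min intervals for 30 min.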
EPAC2 antagonist = antagonists of human EPAC2; Q8WZA2; EPAC2 GEF exchange of Rap1B-BODIPY-GDP, fluorescence; Potency, µM (highest dose often 114 µM), for the others: top-dose activity, negative = inhibition, actives largely listed as inhibitors; 0.18% of 360,000 active; also: potency is read from the fitted curve at half-maximal effect; % is scaled to controls: 0 for no effect and ±100 for the full control effect; nearly all actives have a fitted effect of over 45% in size; many of its hits are not listed in these tables
Mm-Cpn inhibitor = M. maripaludis TRiC chaperonin inhibition | 0.031% of 330,000 active | Potency, µM (titrated, usually from 76.9 µM), without a hit: at the highest dose activity, negative = inhibition, hits mostly inhibitors | AID 504842 | purified Mm-Cpn ATPase, ADP Transcreener TR-FRET; also: potency is read from the fitted curve at half-maximal effect; % is scaled to controls: 0 for no effect and ±100 for the full control effect; nearly all actives have a fitted effect of over 80% in size
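Measured: ADP formation by purified Mm-CPN. Conditions: 25 nM protein, 10 uM ATP, Tris pH 7.4 with Mg2+, K+ and DTT, 37°C for 30 min. Detection: Transcreener HTRF after 30 min at room temperature.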
Nrf2 inh = inhibitors of Nrf2 signaling | A549 ARE-Fluc reporter, luciferase luminescence, 18-24 h | Potency, µM (doses to about 46 µM), for the others: top-dose activity change, negative = inhibition, most hits filed as inhibitors | 2.1% of 360,000 active; also: potency is read from the fitted curve at half-maximal effect; % is scaled to controls: 0 for no effect and ±100 for the full control effect; nearly all actives have a fitted effect of over 60% in size
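Reporter: ARE-Fluc in A549. Exposure: 18-24 h, 37 °C, 5% CO2, 5% FBS OPTI-MEM. Readouts: fluorescent cytotoxicity (CellTiter-Fluor), then luminescent Nrf2 signal after BugLite.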
TGFb inhibitor = TGF-b pathway inhibition; Potency, µM (series often up to 46.1 µM), for inactives: top-dose activity, negative = inhibition, hits mostly inhibitors; 1.2% of 410,000 active; HepG2 CAGA-GFP TGF-b/SMAD3 reporter, GFP fluorescence, 18 h; TGF-beta stimulated, 500 pg/mL final; also: potency is read from the fitted curve at half-maximal effect; % is scaled to controls: 0 for no effect and ±100 for the full control effect; nearly all actives have a fitted effect of over 65% in size
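Inhibition was scored as loss of TGF-beta-induced (500 pg/mL final, 18 hours, 37 degrees C) GFP in HEPG2 cells carrying a CAGA-GFP reporter, in DMEM with 1% FBS. Well GFP was summed per cell; Activity was normalised to unstimulated and stimulated DMSO wells, then concentration-response fitting.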
pAkt inh = blocks phosphorylation of Akt; Neuro2A IGF-stimulated pAkt S473 HTRF, 20 min; stronger effect = lower value; activity change, % for hits at 50 µM; 0.32% of 360,000 active; in the data active = activity change below about -80%; inconclusive = mostly about -51% to -80%; also: % is scaled to controls: 0 for no effect and ±100 for the full control effect
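Neuro2A cells (4,500/well, DMEM with 0.5% FBS) were treated with compound at a single 50 µM final concentration, stimulated with 6 nM IGF for 20 min at 37 °C, and lysed. Phospho-Akt Ser473 was read by HTRF as 665/615 ratio ×10^4.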
* marks the source's active call; other numbers are inactive results; i = inactive; ? = inconclusive; . = no result given; [ ] = dose if it differs, or a comment. Unless noted, calls follow the shape of the dose curve; as a rule, active = well fitted curve in the direction sought with a large enough effect; inconclusive = small, poorly fitted or top-dose-only effect, or another doubt; inactive = no such curve, though single readings can be large; an effect the other way counts as inactive or inconclusive. Only part of the results is shown (hit frequency here may not be typical).

Compound | Nrf2 activator | CCT modulator | A549 viability | EPAC2 ag | EPAC2 antagonist | Mm-Cpn inhibitor | Nrf2 inh | TGFb inhibitor | pAkt inh
O=C(Nc1nc(-c2ccccc2)cs1)NC1CCCCC1 | -0.6% | -3.3 | -18% | 18% | -4% | 2% | ? | 2% | i
O=C(CCC1CCCN(C(=O)COc2ccccc2)C1)N1CCN(c2ccccn2)CC1 (centres undefined) | 0.6% | 1.2 | -11% | -1% | 4% | -7% | ? | 1% | i
Cc1ccc(S(=O)(=O)NC2(C(=O)O)CCCC2)cc1 | -0.9% | 2.0 | -4% | 2% | 3% | . | -1% | -1% | i
COc1cc2ccc(=O)oc2c(CC=C(C)C)c1OC | -0.3% | -1.0 | 3% | 5% | -27% | -3% | -4% | 3% | i
CCOCCCNC(=O)C1CCN(C(=O)c2cc3sccc3n2C)CC1 | 0.1% | . | 1% | . | . | . | 11% | -9% | .
CC(C)OCCCNC(=O)CN1C(=O)c2cccc3cccc1c23 | 0.1% | 0.6 | ? | 4% | -5% | -1% | 3% | 2% | i
CCOC(=O)N1CCC(NC(=O)c2ccc3c(c2)N(Cc2ccccc2C)C(=O)c2ccccc2S3=O)CC1 (centres undefined) | -0.5% | . | 0% | . | . | . | 0% | ? | .
COc1ccc(C(=O)/C=C2\NCC3c4ccccc4CCN3C2=O)cc1 (centres undefined) | 6.1% | 0.6 | -7% | -2% | -1% | 0% | 14% | 34% | i
CC(O)(c1cccc(F)c1)c1nc(-c2cccc(F)c2)cs1 (centres undefined) | 0.6% | 0.3 | . | 3% | -29% | . | . | 7.9µM* | i
CC(C)CC(=O)Nc1ccc(C(=O)NNC(=S)NC(=O)C2CCCCC2)cc1 | -0.8% | -2.6 | 2% | 5% | 6% | 1% | 8.2µM* | 6% | i
CCCCNc1cc(C)nc(NCc2ccccc2)n1 | 8.8% | 1.8 | -16% | 8% | 0% | 0% | 18µM* | ? | i
O=C1CCCc2c1cc(-c1ccccc1)n2-c1ccccc1 | 6.8% | -2.4 | 5% | 14% | -23% | 1% | . | 51%[activator] | .
C[C@@]12CCC3[C@@](CCC4[C@@]3(C)CCC[C@@]4(C)C(=O)N3CCOCC3)(CC1=O)C2 (some centres undefined) | -1.0% | -0.4 | -15% | -2% | 0% | 0% | -5% | -14% | i
Cc1cccc(-n2cnc3c(c2=O)c2nc4ccccc4nc2n3Cc2ccco2)c1 | 0.0% | 1.6 | -1% | 11% | 9% | -8% | . | 12% | i
COc1ccc(CNC(=O)CN(C(=O)c2csnn2)c2ccc(C(C)=O)cc2)cc1 | 2.8% | -40* | 0% | 12% | 6% | 1% | 10% | -9% | i
O=C(N/N=C/c1ccc(F)cc1)c1ccccc1 | 2.5% | -3.5 | 0% | 0% | 1% | -4% | ? | -8% | i
CC(=O)c1c(C)n([O-])c2cc(F)c(F)cc2[n+]1=O | ? | 0.0 | -11% | 2% | 23% | -2% | -10% | -2% | i
O=C(NCc1cccnc1)c1nn(-c2ccccc2F)nc1CO | 1.9% | . | 0% | . | . | . | -5% | -25% | .
C/C(CC(=O)NC1C2CC3CC(C2)CC1C3)=N\NC(=O)Cc1cccs1 (centres undefined) | 1.9% | -1.0 | -7% | 1% | 11% | 1% | -4% | 0% | i
O=C(NNC(=O)C1CC(c2cccnc2)=NO1)Nc1cccc(F)c1 (centres undefined) | 0.2% | 2.1 | 7% | 15% | 17% | 1% | 2% | 2% | i
CC(=O)NC(=Cc1ccccc1)C(=O)N1CCCC1C(=O)O (centres undefined) | 0.3% | -2.3 | . | 8% | -9% | . | . | 35%[activator] | i
COc1cc(/C=N/NC(=O)c2sc3ccccc3c2Cl)ccc1OC(=O)c1ccc([N+](=O)[O-])cc1 | 0.0% | -1.4 | 0% | -10% | -10% | 0% | 13% | -13% | i
COC(=O)c1c(Cc2ccccc2Cl)c[nH]c1C | 2.7% | -0.3 | -4% | 11% | -22% | -1% | 0% | -3% | i
COc1cc(CC(=O)N2CCc3ccccc32)cc(OC)c1OC | 3.6% | -1.1 | -4% | -5% | 13% | -1% | ? | ? | i
COc1ccc(NC(=O)C2=C(C)Nc3c(C(=O)Nc4ccc(C)cc4)cnn3C2c2cc(OC)ccc2OC)cc1 (centres undefined) | -0.7% | . | 0% | . | . | . | ? | -22% | .
COc1ccc2c3c([nH]c2c1)C1CC2C(CC(O)C(OC)C2CO)CN1CC3 (centres undefined) | 1.8% | 1.3 | 10% | -2% | -7% | -2% | 5% | 1% | i
CSc1ccc(CN2CCC2(C)C(=O)NCc2ccc3c(c2)OCO3)cc1 (centres undefined) | 2.8% | -1.0 | . | 9% | 5% | . | . | -27% | i
CC(C)=CC(=O)OCC(=O)NC(=O)NC(C)(C)C | -0.1% | 0.9 | 2% | 6% | -5% | 4% | -10% | 13% | i
CCN(C(=O)CSc1nnc(-c2ccc(F)cc2)c2ccccc12)C1CCS(=O)(=O)C1 (centres undefined) | ? | -2.7 | 0% | 7% | 4% | -2% | -9% | ? | i
CCOC(=O)c1ccc2nc(C)cc(Nc3ccc(OC(C)C)cc3)c2c1 | 0.1% | . | ? | . | . | . | ? | ? | .

Compound profiles, from the list above. Screens in order: Nrf2 activator, CCT modulator, A549 viability, EPAC2 ag, EPAC2 antagonist, Mm-Cpn inhibitor, Nrf2 inh, TGFb inhibitor, pAkt inh
Entry for `O=C(CCC1CCCN(C(=O)COc2ccccc2)C1)N1CCN(c2ccccn2)CC1` (centres undefined) = 0.6%, 1.2, -11%, -1%, 4%, -7%, ?, 1%, i
Entry for `CC(O)(c1cccc(F)c1)c1nc(-c2cccc(F)c2)cs1` (centres undefined) = 0.6%, 0.3, ., 3%, -29%, ., ., 7.9µM*, i
Entry for `Cc1ccc(S(=O)(=O)NC2(C(=O)O)CCCC2)cc1` = -0.9%, 2.0, -4%, 2%, 3%, ., -1%, -1%, i
Entry for `CC(C)CC(=O)Nc1ccc(C(=O)NNC(=S)NC(=O)C2CCCCC2)cc1` = -0.8%, -2.6, 2%, 5%, 6%, 1%, 8.2µM*, 6%, i
Entry for `CC(=O)NC(=Cc1ccccc1)C(=O)N1CCCC1C(=O)O` (centres undefined) = 0.3%, -2.3, ., 8%, -9%, ., ., 35%[activator], i

The listing continues.
Compound | Nrf2 activator | CCT modulator | A549 viability | EPAC2 ag | EPAC2 antagonist | Mm-Cpn inhibitor | Nrf2 inh | TGFb inhibitor | pAkt inh
CSc1ccccc1C(=O)OCC(=O)NC1CCS(=O)(=O)C1 (centres undefined) | 0.4% | -0.1 | -3% | 3% | 1% | 1% | 5% | -1% | i
CCOC(=O)c1nc(Nc2ccc(C)cc2)c2ccccc2n1 | 2.7% | 1.6 | -9% | 2% | 4% | 0% | ? | -6% | i
COc1ccc(C)cc1NC(=O)NCc1ccccn1 | 0.0% | 0.5 | -16% | 2% | -14% | 1% | -6% | 0% | i
O=C(CCc1nnc(Cc2c[nH]c3ccccc23)o1)NCC1CC12CCCCC2 (centres undefined) | -0.7% | -1.6 | 20% | 7% | -22% | -1% | ? | -4% | i
CC1OC2(C)OC(=N)C1(C#N)C(C#N)(C#N)C2c1ccccc1 (centres undefined) | 0.2% | -1.5 | 13% | 12% | -3% | -1% | 3% | -1% | i
COc1cc(C)nc(NC(=O)COc2ccc(Cl)cc2C)n1 | -0.2% | 0.2 | -7% | -1% | 2% | 2% | -28% | 14% | i
Nc1c(-c2ccccc2Cl)cnn1-c1cccc([N+](=O)[O-])c1 | -0.3% | 0.4 | -4% | 4% | -20% | -5% | -1% | 0% | .
CC(=O)c1ccc(S(=O)(=O)NCC2(N3CCOCC3)CCCCC2)cc1 | -0.1% | 2.5 | 2% | 3% | 11% | 0% | 5% | 2% | i
CCOC(=O)c1sc(NC(=O)C2c3ccccc3Oc3ccccc32)c(C#N)c1C | 0.6% | . | -3% | . | . | . | ? | ? | .
CCc1cccc(NC(=O)C2CCC(CNS(=O)(=O)c3csc(C(N)=O)c3)CC2)c1 (centres undefined) | 1.2% | . | -1% | . | . | . | -3% | -19% | .
Nc1nc(-c2ccccc2)cc(-c2ccccc2O)n1 | ? | 0.4 | -10% | 13% | -1% | -17% | ? | ? | i
COc1ccc(CC2(C)OC(c3ccc([N+](=O)[O-])cc3)=NN2C(C)=O)cc1 (centres undefined) | 4.0% | 0.6 | 3% | 13% | -1% | 0% | -18% | 7% | i
O=C(NCc1ccc(Cl)cc1Cl)c1cccc(N2CCCS2(=O)=O)c1 | -0.5% | . | -8% | . | . | . | ? | ? | .
COCCC(=O)Nc1ccc2c(c1)CN(C(=O)CCOC)CC2 | -0.3% | -2.8 | -1% | 4% | -20% | 3% | -14% | 1% | i
Cc1cccc(C)c1NC(=O)CSc1nnc(NC(=O)C2CC2)s1 | -0.3% | 0.2 | 3% | 11% | -12% | 0% | -9% | 17% | i
CCOC(=O)c1ccc(NC(=O)CCNC(=O)c2ccc([N+](=O)[O-])cc2)cc1 | 0.0% | 0.3 | -2% | 12% | 14% | -2% | ? | 1% | i
CC(=O)Oc1ccc2nc(-c3ccc(Br)o3)oc(=O)c2c1 | -0.9%[9.22 µM] | 0.3 | 2% | 13% | 14% | -14% | -13% | 2% | i
C#CCOCCOCCOCCNc1nc(N2CCN(C(=O)C([C@@H](C)CC)n3cc(C(N)COC(=O)C(F)(F)F)nn3)CC2)nc(N2CCN(C(=O)[C@H](Cc3cc4ccccc4[nH]3)n3cc(C(N)CO)nn3)CC2)n1 (some centres undefined) | 1.4% | 0.5 | -4% | -2% | 9% | . | 22% | -6% | i
CN(C)CCNc1ncnc2c1ncn2[C@H]1CN(Cc2ccc(F)cc2)C[C@@H](CO)O1 | 2.1% | 3.5 | . | 0% | -4% | . | . | 20% | .
